HSF1 activator: increases HSF-1 driven luciferase reporter signal | NIH3T3-HGL HSF-1 luciferase reporter, MG132, 8 h; 100% = twice DMSO control signal | activation, % at 9 µM | 300,000 compounds, 1.7% hits;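 active = mean replicate activation of at least 50% with a set share of replicates each reaching 50%; inconclusive = only one of those two conditions met; inactive = mean below 50% and too few replicates reaching it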;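 note: 0% = median of the neutral control wells and 100% = twice that signal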
KLF5 inh: suppresses KLF5 promoter-driven expression | DLD-1 KLF5 promoter-luciferase reporter, luminescence | inhibition, % at 5 µM | 290,000 compounds, 0.23% hits | AID 1700;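 active = inhibition above a per-plate limit of that plate's mean compound inhibition plus 3 SD, cut at about 60% in these data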;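 note: 0% = DMSO wells and 100% = LY294002 at 200 µM; higher means less KLF5 promoter-driven luciferase light; inactives centre near -14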
GSK3B inh: human GSK3beta kinase inhibition; GST-GSK3beta kinase, ADP-Glo luminescence, 60 min; active compounds read low; activity score (negative = inhibition), % at 10 µM; 300,000 compounds, 0.038% hits; AID 2097;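 active = more than half of replicate wells score below -50%, meaning over 50% inhibition versus plate controls; inconclusive = some replicates but at most half score below -50%; inactive = no replicate scores below -50%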;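 note: 0% = median DMSO wells and -100% = median GW8510 positive control wells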
Target sequence (P49841 whole entry, looked up): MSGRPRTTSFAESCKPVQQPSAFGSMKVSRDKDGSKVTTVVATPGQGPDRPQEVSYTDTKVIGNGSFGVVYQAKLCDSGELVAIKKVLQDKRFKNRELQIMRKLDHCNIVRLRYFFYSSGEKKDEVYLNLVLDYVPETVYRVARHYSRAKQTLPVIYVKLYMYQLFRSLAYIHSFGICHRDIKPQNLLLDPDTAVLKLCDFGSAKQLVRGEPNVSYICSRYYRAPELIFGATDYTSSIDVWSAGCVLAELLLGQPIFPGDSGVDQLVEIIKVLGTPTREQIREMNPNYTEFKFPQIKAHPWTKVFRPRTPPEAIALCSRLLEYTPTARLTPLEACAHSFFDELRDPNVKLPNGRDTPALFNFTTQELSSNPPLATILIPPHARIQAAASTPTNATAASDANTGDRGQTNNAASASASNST
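Test system – GST-tagged human GSK3beta kinase, cell-free · Incubation – 60 min enzyme reaction, room temperature · Signal – ADP-Glo luminescence · Also added – peptide substrate and ATP at 25 µM · Controls – DMSO neutral wells and GW8510 at 20 µM as positive · Buffer or medium – Tris/MgCl2 kinase buffer · Measure – Luminescence-derived activity versus plate DMSO and GW8510 wells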
GSK3A inh: inhibitors of human GSK-3 alpha kinase; P49840; 320,000 compounds, 0.1% hits; inhibition, % at 10 µM; AID 2650; ADP-Glo luminescence, 60 min;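 in the data active = inhibition above about 50%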;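 note: GST-tagged GSK-3 alpha with peptide substrate and 25 µM ATP; 0% = DMSO neutral wells and 100% = GW8510 positive control wells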
Target sequence (P49840 whole entry, looked up): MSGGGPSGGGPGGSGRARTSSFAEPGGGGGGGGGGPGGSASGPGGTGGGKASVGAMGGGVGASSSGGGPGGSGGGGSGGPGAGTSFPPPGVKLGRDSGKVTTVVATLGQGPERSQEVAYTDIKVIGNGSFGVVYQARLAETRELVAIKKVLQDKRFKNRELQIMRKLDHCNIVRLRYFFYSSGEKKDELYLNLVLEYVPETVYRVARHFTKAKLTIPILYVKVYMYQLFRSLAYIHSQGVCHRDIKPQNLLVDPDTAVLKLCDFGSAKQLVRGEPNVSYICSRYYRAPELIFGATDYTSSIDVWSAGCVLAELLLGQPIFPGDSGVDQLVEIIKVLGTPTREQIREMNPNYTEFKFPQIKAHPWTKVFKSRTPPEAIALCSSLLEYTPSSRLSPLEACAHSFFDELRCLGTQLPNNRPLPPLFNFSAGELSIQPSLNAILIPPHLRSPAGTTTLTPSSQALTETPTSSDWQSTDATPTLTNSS
HSF1 inh: HSF1 inhibition. 300,000 compounds, 0.77% hits. NIH3T3-HGL HSE-luciferase, MG132-induced, luminescence 8 h; active compounds read low. activity change, negative = inhibition, % at 7.5 µM (by protocol);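 active = more than half of replicate wells show activity change below -50%, luminescence cut by over half; inconclusive = some wells, but at most half, below -50%; inactive = no replicate well below -50%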;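 note: luciferase reports HSF-1 transcriptional activity via heat shock element; 0% = median of DMSO wells and -100% = zero luminescence signal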
aSyn 5UTR inh: 5' untranslated region of α-synuclein, MLPCN primary screen; alpha-synuclein 5'UTR reporter, inhibitor activity; inhibition, % (tested at 7.5 µM); 300,000 compounds, 0.82% hits; AID 1813; in the data active = inhibition above about 60%; inconclusive = no clear call, values can overlap the other calls;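 note: H4 neuroglioblastoma cells stably carrying SNCA 5'UTR luciferase fusion; 0% = DMSO wells and 100% = positive control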
AI-2 QS modul: modulates the Vibrio harveyi AI-2 quorum sensing system; Vibrio harveyi JMH597 AI-2 luminescence/OD600 ratio, 9 h; active compounds read low; strain lacks LuxN and CqsS sensors; 0 = neutral-control median; activity change, % at 7.5 µM; 300,000 compounds, 0.4% hits; AID 2094; in the data active = activity change below about -75%, passing the limit was not always enough; inconclusive = no clear call, values can overlap the other calls;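 note: luminescence divided by OD600 gain over 9 h not by final OD600 alone; inactives centre near 13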
HIF act: HIF pathway transcriptional activation | 300,000 compounds, 0.32% hits | activation, % at 7.5 µM (by protocol) | U2OS HRE-luciferase reporter, luminescence; normalized: DMSO 0%, desferrioxamine 100%;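 active = mean activation of at least 10% of the iron chelator positive control signal, with at least half of replicates also reaching 10%; inconclusive = mean and replicate majority disagree about reaching 10%; inactive = mean and most replicates under 10%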
HSP90 refold inh: HSP90 refolding inhibition in rabbit reticulocyte lysate; luciferase refolding luminescence, 3 h; inhibition, % at 5.6 µM; 290,000 compounds, 0.91% hits; AID 1789;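 active = inhibition above the screen-wide mean plus 3 SD, computed separately per campaign, cut at about 16% in these data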;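 note: 0% = DMSO wells and 100% = 60 µM geldanamycin wells; inhibitors lower the luminescence because luciferase stays unfolded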
IEC-6 cytotox: kills IEC-6 intestinal cells in KLF5 counter-screen. inhibition, % at 5 µM. 290,000 compounds, 0.78% hits. IEC-6 cytotoxicity, luminescence viability; in the data active = inhibition above about 22%;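 note: 0% = plate median of test compound wells and 100% = cytotoxic reference compound wells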
* = called active by the depositor; ? = inconclusive; . = not tested or not shown.

cpd | structure | HSF1 activator | KLF5 inh | GSK3B inh | GSK3A inh | HSF1 inh | aSyn 5UTR inh | AI-2 QS modul | HIF act | HSP90 refold inh | IEC-6 cytotox
1 | Cc1ccc(SC(C)C(=O)NCc2ccc(F)cc2)cc1 (stereo unspecified) | -10.8 | 16.0 | 1.8 | 0.4 | 0.5 | -32.4 | -5.6 | 0.3 | 2.8 | -1.4
2 | CCN1CCN(C(=O)C2COc3ccccc3O2)CC1 (stereo unspecified) | -10.9 | -10.3 | 2.3 | -2.1 | -2.6 | 1.7 | -9.1 | -0.1 | 3.5 | -4.9
3 | Cc1ccc(/C(O)=C2/C(=O)C(=O)N(CCN3CCOCC3)C2c2cccs2)cc1 (stereo unspecified) | 12.1 | -19.4 | -1.7 | -2.3 | 0.5 | -4.5 | 12.1 | 0.7 | -3.1 | -2.4
4 | COc1cc(-c2cc(C(=O)Nc3cccc(C(C)=O)c3)c3ccccc3n2)cc(OC)c1OC | -14.9 | -21.8 | 1.0 | -0.4 | -13.2 | -21.1 | 4.1 | 0.2 | 2.2 | -0.4
5 | Cc1ccc(S(=O)(=O)Nc2ccc3c(c2)nc(CCN2CCCCC2)n3C)cc1 | 22.1 | 9.7 | 2.8 | . | 5.2 | -1.0 | 18.4 | 0.6 | 3.5 | -1.6
6 | CCOC(=O)c1[nH]c2ccc(OC)cc2c1NC(=O)CN1CCC2(CC1)OCCO2 | 14.2 | -7.4 | -1.1 | -0.9 | 6.3 | 44.0 | -9.4 | -0.4 | -0.8 | -6.5
7 | CC(C)(C)C(=O)CSc1nccc(=O)[nH]1 | -7.5 | -16.9 | 0.6 | -3.6 | -5.3 | 1.8 | 41.7 | 0.3 | 1.7 | -5.0
8 | CCCCC(NC(=O)Cc1c(C)c2cc3c4c(oc3c(C)c2oc1=O)CCCC4)C(=O)O (stereo unspecified) | 22.0 | -18.7 | 4.6 | -0.5 | -3.7 | 1.2 | 19.4 | -1.0 | -2.7 | -5.2
9 | N#Cc1c(Cn2cncn2)nc(=O)n(-c2ccccc2)c1N | -4.1 | -13.6 | -1.3 | -1.5 | -7.1 | 7.0 | 34.3 | -0.2 | -2.9 | 1.3
10 | COc1ccc(CNC(=O)C(=O)NCc2ccncc2)cc1 | -4.1 | -4.0 | 0.8 | -4.5 | -8.7 | -15.4 | -7.4 | 0.0 | -2.4 | 0.7
11 | O=C(NC1CCCCCC1)c1cccnc1Sc1ccc(Cl)cc1 | -8.7 | -9.5 | 1.1 | -0.9 | -0.5 | 27.1 | 6.5 | -1.1 | -1.0 | 6.0
12 | Cc1nc2ccccc2c(=O)n1NC(=O)c1ccccc1 | 9.1 | -10.5 | 1.6 | 2.1 | 6.9 | 9.1 | 3.2 | 3.2 | 0.0 | -1.1
13 | COc1nc(-c2ccccc2)nnc1-c1ccccc1 | ? | -8.7 | 1.6 | . | 28.8 | -123.6 | 39.3 | 1.9 | -2.3 | -4.0
14 | CC1=Nc2cc(C(=O)O)ccc2Sc2c(C)ccc(C)c21 | 101.0* | -11.0 | 4.9 | -5.0 | 110.1 | -0.1 | 9.4 | -0.1 | -1.3 | -2.4
15 | CCC(C)NCCCOc1ccc(C)cc1OC (stereo unspecified) | -9.0 | -24.5 | -1.2 | -1.4 | -8.4 | 1.6 | 6.8 | 0.1 | 1.0 | 4.6
16 | CCOCCCNC(=S)N1CCN(C(=O)C(=O)Nc2ccc(C(=O)OC)cc2)CC1 | -2.6 | -24.9 | -0.2 | -1.6 | 0.3 | 1.0 | 10.1 | -0.3 | 0.5 | 0.7
17 | O=c1[nH]c2ccccc2nc1C(F)(F)F | 11.3 | -3.4 | 56.7 | 1.1 | -2.7 | 16.4 | 8.1 | 0.0 | 1.1 | 1.3
18 | O=C(Cn1cnc2cc([N+](=O)[O-])ccc2c1=O)NCc1ccc(Cl)cc1 | 28.8 | -27.1 | -3.4 | 0.2 | 1.3 | 19.1 | 16.4 | 0.4 | -5.8 | -0.9
19 | COc1ccccc1N1CCN(c2nc3c(C)cccn3c(=O)c2C=O)CC1 | 5.6 | -10.2 | -19.0 | -1.8 | 3.3 | 29.7 | 10.5 | -0.5 | 6.0 | 8.6
20 | O=C(Cc1ccccc1Cl)NC1(O)C(=O)c2ccccc2C1=O | 10.4 | 21.8 | 1.3 | 4.1 | 8.2 | -11.0 | -1.3 | -0.6 | 4.0 | 2.7
21 | CCOC(=O)c1c(C)nc2ccccc2c1-c1ccccc1 | -22.7 | -2.9 | -1.4 | -6.5 | -1.1 | 29.7 | 15.1 | -0.4 | -2.1 | -2.1
22 | Clc1ccccc1-c1nnc2sc(C3COc4ccccc4O3)nn12 (stereo unspecified) | . | 5.5 | . | 1.0 | . | . | . | . | -1.1 | 4.2
23 | O=[N+]([O-])c1ccc(N2CCN(S(=O)(=O)c3cnc[nH]3)CC2)cc1 | 9.5 | -19.5 | 2.8 | -1.7 | -8.1 | -7.7 | 15.3 | -0.9 | -5.5 | -0.9
24 | O=C(CN(C(=O)Cn1nnc(-c2ccc(F)cc2)n1)C1CCCC1)NC1CCCC1 | . | -20.9 | 2.0 | 0.4 | . | . | 18.8 | . | 5.0 | 6.0
25 | CCOC(=O)c1c(NC(=O)CSc2nc3cc(Cl)ccc3s2)sc(C(C)=O)c1C | 36.8 | -20.7 | 1.0 | -0.5 | 12.8 | -26.1 | 21.6 | -0.4 | -0.8 | 5.3

(cont.)
cpd | structure | HSF1 activator | KLF5 inh | GSK3B inh | GSK3A inh | HSF1 inh | aSyn 5UTR inh | AI-2 QS modul | HIF act | HSP90 refold inh | IEC-6 cytotox
26 | CCOC(=O)N1CCC(N2CCCC(C(=O)c3cccc(OC(C)C)c3)C2)CC1 (stereo unspecified) | 27.1 | -23.3 | -1.8 | -0.2 | 5.1 | 1.4 | 10.7 | -0.1 | 6.9 | -4.5
27 | CC1(C)Cc2nc(N)c(C(=O)NCCO)cc2CO1 | -4.6 | -9.6 | -0.8 | -0.1 | -6.6 | -2.3 | 13.1 | -0.2 | 3.1 | -8.0
28 | CCc1cc2cc(C(=O)Nc3ccc(F)cc3)sc2s1 | 9.1 | -11.2 | 2.1 | -15.2 | -3.3 | -149.7 | 5.7 | 1.9 | -1.7 | 0.7
29 | CCOC(=O)c1[nH]c2c(c1C)C(=O)CC(c1ccc(F)cc1)C2 (stereo unspecified) | -23.5 | 11.5 | 2.4 | -3.0 | -15.6 | ? | 6.0 | -0.1 | -3.5 | 42.2*
30 | O=[N+]([O-])c1ccc2c(c1)oc1ccccc12 | -12.9 | -41.9 | -0.3 | 1.1 | -1.6 | 12.3 | 13.8 | 0.0 | -1.8 | 1.0
31 | COc1ccc(COC(=O)NNC(=O)c2ccc(OC)cc2)cc1 | 26.8 | -51.4 | -1.8 | -1.2 | 5.4 | -15.6 | -0.4 | . | 3.7 | -3.7
32 | COc1ccc(C)cc1-n1c(SCC(=O)NCC2CCCO2)nc2c([nH]c3ccccc32)c1=O (stereo unspecified) | 8.4 | 11.8 | 0.9 | -3.8 | 4.7 | -1.3 | 0.1 | -0.5 | -3.2 | -0.3
33 | Cc1nc2c(=O)oc3ccccc3c2n1-c1ccccc1 | 7.0 | -6.7 | 2.6 | -5.6 | -1.6 | -3.0 | 17.1 | -0.2 | 1.3 | 5.5
34 | CC(=O)c1c(C)[nH]c(C(=O)Nc2ccccc2Cl)c1C | 18.9 | -51.9 | 1.1 | 0.2 | 9.5 | -62.6 | 1.2 | 2.1 | -4.1 | 1.5
35 | CCOc1ccccc1NC(=O)CN1CCN(C(=O)C2CCCO2)CC1 (stereo unspecified) | -3.1 | -7.4 | 2.8 | -2.3 | -3.6 | -9.3 | 12.6 | -1.1 | -3.8 | -3.0
36 | CCCN1CNC(=S)N(Cc2ccccc2)C1 | 36.6 | -36.5 | 2.4 | -1.9 | -0.5 | 0.8 | 13.8 | -0.8 | 1.8 | -2.0
37 | Cc1nn(-c2ccccc2)c(C)c1S(=O)(=O)O | -10.9 | -21.7 | 3.3 | 0.3 | 3.5 | -8.6 | 20.2 | -0.2 | -1.4 | 2.0
38 | Cc1cc(O)c(C(=O)/C=C/c2ccc(Cl)cc2)c(=O)o1 | 5.3 | -3.1 | -0.3 | -2.5 | 6.6 | -172.2 | 18.1 | 2.0 | 9.5 | -6.8
39 | O=C(Cc1ccccc1)NNS(=O)(=O)c1ccc([N+](=O)[O-])cc1 | 8.2 | -14.4 | 0.8 | 0.5 | 2.6 | 0.8 | 43.0 | -0.1 | -2.3 | -0.1
40 | CSc1nc2nc(-c3ccccc3)cc(=O)n2[nH]1 | -2.4 | -25.6 | -1.4 | -2.6 | 5.2 | -5.7 | -3.1 | 0.2 | -1.0 | 0.5
41 | CC[C@@]12C(=O)N(c3cccc(F)c3)C(=O)N1[C@H](c1ccc(Br)cc1)[C@@H]1C(=O)N(C(C)(C)C)C(=O)[C@@H]12 | 20.0 | . | 1.6 | -0.9 | 18.5 | 22.2 | 12.9 | -1.7 | . | .
42 | Cc1ccc(NC(=O)N2CCN(C)CC2)cc1NC(=O)N1CCN(C)CC1 | -1.7 | -11.6 | -3.5 | -0.8 | -0.1 | -9.2 | 3.1 | -0.1 | 7.3 | 2.2
43 | CC/C(=N\NC(=O)CSCc1ccc(Cl)cc1)c1ccc2c(c1)OCCO2 | -19.1 | -19.9 | 1.9 | -0.4 | -6.7 | 0.3 | 35.7 | 1.4 | 3.3 | -0.1
44 | CCOc1cc(C2c3c(-c4ccccc4)n[nH]c3C(=O)N2c2ccc(C(=O)O)cc2)ccc1O (stereo unspecified) | -2.1 | -18.9 | -2.1 | 2.7 | -3.8 | 11.3 | 23.9 | -1.1 | 3.5 | 2.1
45 | O=C1COc2ccc(C(=O)COC(=O)/C=C/c3cccc(F)c3)cc2N1 | . | -11.6 | 0.8 | 12.0 | . | -10.6 | -58.6 | . | 6.2 | -7.6
46 | O=C(NCC1CCCO1)C1CCC(CNS(=O)(=O)c2ccccc2)CC1 (stereo unspecified) | 3.4 | -10.5 | -7.0 | -2.0 | -2.9 | 6.9 | 4.4 | -0.2 | -0.6 | 2.3
47 | Cc1ccc(/C(O)=C/c2nc3cc(C)ccc3oc2=O)cc1 | 15.2 | -10.9 | -0.2 | -1.2 | -1.1 | -15.4 | 8.5 | 1.3 | 9.7 | 4.8
48 | O=C(O)c1ccccc1-c1ccccc1C(=O)NCc1cccnc1 | 5.4 | 0.9 | 2.5 | -1.2 | -6.8 | 5.8 | 13.1 | 1.3 | -2.9 | -4.0
49 | Cc1ccc(NC2=NCCCCC2)cc1C | -7.5 | -18.4 | 3.5 | -2.3 | -9.0 | -27.0 | 7.0 | -0.6 | 0.3 | 0.1
50 | CCC1CCc2c(sc3nc(SCC(=O)NCc4ccco4)n(-c4ccccc4)c(=O)c23)C1 (stereo unspecified) | -5.1 | -35.6 | 4.6 | -1.0 | 5.5 | 2.3 | 3.9 | -0.3 | -1.9 | 0.1

Source: PubChem BioAssay
